# 15-hLO inh: blocks human 15-lipoxygenase activity. P16050. purified 15hLO-1, xylenol orange hydroperoxide absorbance. Potency, µM (highest dose often 57.1 µM), for inactives: top-dose activity change, negative = inhibition, usual class: inhibitors. 74,000 compounds, 1.4% hits. AID 887; note: potency is the fitted concentration of half-maximal effect; % is set by controls: 0 for no effect and ±100 for the full control effect; nearly all actives have a fitted effect of over 55% in size
#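 Quantitative HTS in 25 mM Hepes pH 7.5 containing 0.01% Triton X-100: human 15hLO-1 at 40 nM, arachidonic acid at 50 uM, 6 min turnover. Product quantified via ferrous oxidation/xylenol orange, 573:405 nm absorbance ratio.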
# UbGFP stabilizer: proteasome inhibitors stabilizing ubiquitin-GFP reporter. Ubiquitin-GFP reporter cells, proteasome inhibition, GFP fluorescence; response scale: untreated = 0%, 10 µM MG-132 = 100%. Potency, µM (titrated, usually from 45.9 µM), for the others: top-dose activation (GFP accumulation), usual class: activators. 67,000 tested, under 10 active. AID 526; active = well fitted activation curve with a large enough effect, not every such curve was filed as active; inconclusive = small, poorly fitted or top-dose-only effect, or another doubt; inactive = no such curve, though single readings can be large or run the other way; note: potency is the fitted concentration of half-maximal effect
#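 U2OS cells stably expressing ubiquitin(G76V)-GFP, seeded overnight in 0.5% FBS medium, were exposed to compounds (qHTS, 46 uM to 2.9 nM) for 4 hr at 37 °C. GFP-positive cells were counted by laser cytometry (488 ex/515 em), normalized between basal and 10 uM MG-132.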
# CRE Fsk mod: CRE-bla signaling modulation under forskolin stimulation; CHO CRE-bla reporter (cAMP response element driving beta-lactamase), forskolin EC10, beta-lactamase ratio; Potency, µM (doses to about 38.2 µM), inactives show top-dose activity change, negative = inhibition, usual class: activators; 71,000 compounds, 2.5% hits; AID 662; active = well fitted activation curve with a large enough effect in the signal ratio, with a control signal flat, not every such curve was filed as active; inconclusive = small, poorly fitted or top-dose-only effect, or effect the other way, or a change in a side signal; the % refers to the signal ratio; note: potency is the fitted concentration of half-maximal effect; % of control where 0% means no effect
#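 Modulation of forskolin signalling: compounds in titration series added with EC10 NKH 477 to CHO cells carrying a CRE-driven beta-lactamase reporter, 3 h, 37C. CCF4 FRET ratio (460/530 nm, ex 405 nm) gives %activity and AC50.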
# HBB splicing: hemoglobin beta splicing modulation; HBB splicing reporter cell assay, activation; EGFP reporter with mutant IVS2-654 intron; response scale: normalised to 500 nM splice-correcting PNA; Potency, µM (highest dose often 46.1 µM), without a hit: top-dose activation, actives largely listed as activators; 65,000 compounds, 0.06% hits; note: potency is the fitted concentration of half-maximal effect; 0% is about no effect
#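 Compounds were applied for 2 days to HeLa EGFP-654 cells, 500/well in Optimem with 2% FCS. The reporter's EGFP is disrupted by mis-splicing of beta-globin intron IVS2-654. Readout: summed well GFP fluorescence from 488 nm laser scanning; reference was 500 nM antisense […] 654 PNA.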
# HADH2 inhib: inhibitors of human HADH2 dehydrogenase; Q99714; recombinant HADH2, NADH fluorescence, beta-hydroxybutyryl-CoA; Potency, µM (top dose mostly 57.1 µM), inactives show top-dose activity change, negative = inhibition, usual class: inhibitors; 73,000 compounds, 3.4% hits; note: potency is the fitted concentration of half-maximal effect; % is set by controls: 0 for no effect and ±100 for the full control effect; nearly all actives have a fitted effect of over 60% in size; many of its hits are not listed in these tables
# Target sequence (Q99714 whole entry, looked up, one chain of several): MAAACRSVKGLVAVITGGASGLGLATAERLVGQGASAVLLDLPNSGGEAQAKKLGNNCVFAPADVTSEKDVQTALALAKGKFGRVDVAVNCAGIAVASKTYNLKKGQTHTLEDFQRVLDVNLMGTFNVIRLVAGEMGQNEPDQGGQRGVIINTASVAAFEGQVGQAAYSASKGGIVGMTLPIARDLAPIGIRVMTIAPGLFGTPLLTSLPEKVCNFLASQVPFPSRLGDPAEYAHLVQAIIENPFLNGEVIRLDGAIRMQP
#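 NADH fluorescence (ex 360/em 450 nm) read every 30 s for 4 min; activity taken as last-minus-first time point difference. Enzyme 20 nM, NAD+ 1 mM, beta-hydroxybutyryl-CoA 90 uM, pH 9.0 Tris buffer.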
# USP2a inhib: blocks human ubiquitin-specific protease USP2a; O75604; AID 927; Potency, µM (titrated, usually from 38.3 µM), for inactives: at the highest dose activity change, negative = inhibition, most hits filed as inhibitors; USP2a enzymatic assay, qHTS inhibition; 60,000 compounds, 0.1% hits;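 note: potency is the fitted concentration of half-maximal effect; nearly all actives have a fitted effect of over 60% in size; plate controls were DMSO for no effect and NEM full inhibition control for full effect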
# Target sequence (O75604 whole entry, looked up): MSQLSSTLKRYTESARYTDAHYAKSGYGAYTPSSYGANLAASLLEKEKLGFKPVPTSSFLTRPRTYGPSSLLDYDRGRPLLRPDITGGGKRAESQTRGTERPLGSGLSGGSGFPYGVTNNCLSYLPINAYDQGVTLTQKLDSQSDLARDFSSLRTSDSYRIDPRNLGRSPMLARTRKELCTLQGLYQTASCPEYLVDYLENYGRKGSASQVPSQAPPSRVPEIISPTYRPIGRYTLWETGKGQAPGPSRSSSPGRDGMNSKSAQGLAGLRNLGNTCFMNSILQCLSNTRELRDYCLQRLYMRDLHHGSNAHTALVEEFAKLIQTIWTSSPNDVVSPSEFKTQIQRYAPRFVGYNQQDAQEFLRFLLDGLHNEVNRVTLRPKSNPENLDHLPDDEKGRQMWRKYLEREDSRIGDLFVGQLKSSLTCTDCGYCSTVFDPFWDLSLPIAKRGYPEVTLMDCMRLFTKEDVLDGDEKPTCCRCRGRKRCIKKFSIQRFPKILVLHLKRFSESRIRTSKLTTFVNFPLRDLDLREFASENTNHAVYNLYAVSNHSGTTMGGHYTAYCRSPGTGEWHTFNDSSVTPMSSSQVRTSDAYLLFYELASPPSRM
#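 Inhibition is measured in a cell-free coupled assay with 20 nM USP2 core, 20 nM Ub-PLA2 and 20 uM NBD C6-HPC, 2.5 h incubation. Activity normalized to NEM control.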
# GFP derepression: derepresses silenced GFP locus in mouse C127i cells | 68,000 compounds, 0.09% hits | Potency, µM (series often up to 46.1 µM), for inactives: at the highest dose GFP derepression (activation) | mouse C127i GFP locus derepression, cytometry, 30 h; note: % of control where 0% means no effect
#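 Derepression screen: silenced CMV-GFP reporter in murine C127i cells, 30 h compound incubation at 37 C, washed cells imaged by laser-scanning cytometer to enumerate GFP-expressing objects of 20 to 120 um.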
# BRCT inh red: disrupts BRCA1 BRCT binding to phosphoprotein, red fluorophore readout; BRCT-phosphopeptide binding, red fluorescence polarization; Potency, µM (top dose mostly 76.9 µM), for inactives: top-dose activity change, negative = inhibition, usual class: inhibitors; 75,000 compounds, 0.03% hits; AID 892; note: % is set by controls: 0 for no effect and ±100 for the full control effect
#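 Rhodamine-labelled pBACH1 10-mer (100 nM) bound to BRCT domain (100 nM) at pH 7.3; compounds incubated 12 min room temperature, polarization read. Free peptide defines full inhibition; unlabelled decapeptide titrated as control.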
# Hsp90 Hop PPI: changes Hsp90-Hop TPR2A binding signal, up or down. AlphaScreen TPR2A-His6 binding biotin-Hsp90 C-terminal peptide. Potency, µM (titrated, usually from 57 µM), without a hit: at the highest dose activity change, negative = inhibition. 71,000 compounds, 0.44% hits; active = well fitted curve in either direction with a large enough effect; inconclusive = small, poorly fitted or top-dose-only effect, or another doubt; note: potency is the fitted concentration of half-maximal effect; % is set by controls: 0 for no effect and ±100 for the full control effect; many of its hits are not listed in these tables
# BRCT PPI green: blocks human BRCA1 BRCT binding to phosphopeptide, green readout. BRCA1 BRCT-phosphopeptide binding, green fluorescence polarization. Potency, µM (series often up to 76.9 µM), without a hit: at the highest dose activity change, negative = inhibition, usual class: inhibitors. 75,000 compounds, 0.05% hits. AID 875;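 note: potency is the fitted concentration of half-maximal effect; plate controls were peptide without protein for full effect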
#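 Fluorescence polarization: His-tagged BRCT (~35 kDa BRCA1 C-terminus, 250 nM) bound to 100 nM fluorescein-labeled phosphorylated 10-aa BACH1 peptide, pH 7.3 phosphate buffer with DTT and Tween 20. Compounds incubated 12 min at room temperature; inhibition read as lowered polarization.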
# Pol III holo inh: inhibitors of bacterial DNA polymerase III holoenzyme | reconstituted DNA polymerase III holoenzyme replication, biochemical | Potency, µM (top dose mostly 57.1 µM), without a hit: at the top dose activity change, negative = inhibition | 71,000 compounds, 0.25% hits | AID 603; note: potency is the fitted concentration of half-maximal effect; % is set by controls: 0 for no effect and ±100 for the full control effect
#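 Reconstituted *E. coli* holoenzyme (0.35 nM Pol III, 1 nM beta, 154 nM SSB, 2 nM primase) was preincubated with compound for 15 min at RT. Synthesis on 1.4 nM ssM13Gori ran 35 min, then was stopped with PicoGreen/EDTA and read as dsDNA fluorescence.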
# Numbers without * were called inactive; ? = inconclusive; nt = no result given; [ ] = another dose, or the depositor's remark. Unless noted, calls come from the whole dose curve; as a rule, active = well fitted curve in the direction sought with a large enough effect; inconclusive = small, poorly fitted or top-dose-only effect, or another doubt; inactive = no such curve, though single readings can be large; an effect the other way counts as inactive or inconclusive. Some of the compounds tested, so the mix of outcomes need not match the whole.
SMILES,15-hLO inh,UbGFP stabilizer,CRE Fsk mod,HBB splicing,HADH2 inhib,USP2a inhib,GFP derepression,BRCT inh red,Hsp90 Hop PPI,BRCT PPI green,Pol III holo inh
Cc1ccc(Cn2ccc(NC(=O)c3cc(-c4ccc(F)cc4)on3)n2)cc1,1%,-9%,?,-2.2%,7%,-3%,5%,0.6%,-8%,-2.5%,2%
Cc1ccc(S(=O)(=O)NCCCC(=O)C=[N+]=[N-])cc1,-3%,nt,5%,-1.1%[0.369 µM],-13%,24%,2%,0.0%,-5%,-0.1%,-1%
Cc1noc(NS(=O)(=O)c2ccc(NC(=O)CSc3ncccn3)cc2)c1C,-6%,8%,-4%,0.2%,4%,nt,-8%,-1.8%,2%,-1.0%,-10%
COc1ccc(CCNC(=O)CSc2nnc(Cc3csc(N)n3)n2C)cc1OC,5%,5%,2%,11%,6%,-4%,3%,0.1%,?,-0.3%,1%
CCOc1ccc2nc(NC(=O)CSc3nc4cccnc4n3C)sc2c1,-5%,-3%,16%,-0.2%[57.5 µM],17%,nt,-2%,-0.2%,-3%,-3.1%,2%
Nc1nc(SCC(=O)c2ccc(Oc3ccccc3)cc2)n[nH]1,?,-5%,?,0.9%,?,31%[activator],0%,-1.0%,-10%,1.4%,-1%
COc1cc(OC)c(C(=O)CCCN2CCCC2)c(OC)c1,8%[25.6 µM],-2%[20.5 µM],-2%[17.1 µM],1.0%[20.6 µM],0%[25.6 µM],-12%[17.1 µM],2%[20.6 µM],-0.8%[34.4 µM],-1%[26 µM],-0.4%[34.4 µM],2%[25.6 µM]
CC1CCCN(C(=O)CSc2nnc(-c3cccnc3)n2C2CCCCC2)C1 (configuration not stated),23%,-3%,1%,0.0%[57.5 µM],-2%,nt,0%,-3.5%,-3%,-2.6%,-6%
CN(C)c1ccc(-c2nn3c(-c4cccnc4)nnc3s2)cc1,7%,3%,?,3.3%,-3%,13%,-3%,-1.7%,-6%,-3.8%,-10%
CC1(C)Cc2nc(N3CCOCC3)c(C#N)cc2CO1,-1%,9%,?,0.2%,20µM*,2%,-5%,0.9%,2%,-1.2%,2%
CCCCN(CCCC)S(=O)(=O)c1ccc(OC)c2ncccc12,4%,8%,-10%,-1.2%,2%,29%,2%,0.1%,-2%,-1.3%,-2%
CN1CCN(CCCNC(=O)c2cc3c(=O)oc4ccccc4c3s2)CC1,3%,-2%,?,-1.4%,2%,-7%,-1%,-0.3%,0%,-0.4%,-10%
CCCS(=O)(=O)N1CCCC(C(=O)NCCN2CCC(Cc3ccccc3)CC2)C1 (configuration not stated),4%,5%,1%,0.1%,-6%,14%,2%,0.0%,-3%,-4.4%,-7%
CCOC(=O)CCCc1sc(N)nc1-c1[nH]c(=O)[nH]c1C,?,-1%,?,-0.1%,?,3%,-4%,-3.0%,4µM*,-0.7%,-1%
COCCNC(=O)Cn1nc(C(F)(F)F)c(Cl)c1C,5%,-2%,-3%,nt,-8%,4%,0%,-0.4%,-4%,-0.4%,-8%
CCC(C)(C)n1nnnc1C(CC(C)C)N1CCC(C(N)=O)CC1 (configuration not stated),2%,1%,1%,-2.4%,5%,-1%,0%,-2.1%,-4%,1.2%,-7%
COCc1[nH]nc2c1C(C1C=CCCC1)C(C#N)=C(N)O2 (configuration not stated),-3%,7%,?,-0.5%,-7%,1%,-1%,0.3%,-10%,-1.2%,-9%
O=C(CCNc1ccc(F)cc1)c1ccco1,8%,2%,-7%,-1.7%,-12%,0%,3%,-0.3%,-4%,-4.7%,-2%
CC(=O)c1cccc(NC(=O)CCOc2ccccc2)c1,0%,-8%,1%,-0.1%,-3%,7%,3%,0.0%,-1%,-0.9%,2%
COC(=O)c1cc(OC)c(OC)cc1NC(=O)c1cccnc1,4%,-2%,?,0.8%,11%,0%,2%,0.2%,-2%,-4.8%,-4%
CC(C)CNc1nc(N)[nH]c(=O)c1NC=O,5%[11.4 µM],1%[9.17 µM],3%[7.6 µM],3.4%[9.22 µM],-6%[11.4 µM],nt,-2%[9.22 µM],0.3%[15.4 µM],-1%[11 µM],0.2%[15.4 µM],14%[11.4 µM]
COCCN(CCOC)S(=O)(=O)c1ccc(C(=O)Nc2nc(C)c(C(C)=O)s2)cc1,-27%,-4%,10%,-0.4%,-18%,5%,0%,0.0%,-4%,0.1%,-2%
O=C(NCc1ccccn1)c1ccc2ccccc2n1,4%,3%,8%,0.3%,11%,nt,nt,-0.1%,-2%,-1.1%,-6%
CN(C)Cc1cc(O)c(O)c(CN(C)C)c1,?,-2%[9.17 µM],-7%[7.6 µM],0.0%[9.22 µM],0.5µM*,nt,-2%[9.22 µM],0.5%[15.4 µM],4%[11 µM],-0.3%[15.4 µM],-3%[11.4 µM]
CC(NS(C)(=O)=O)C(c1cccs1)N1CCN(C)CC1 (configuration not stated),8%,3%,10%,2.0%,4%,-2%,0%,0.7%,-6%,-0.5%,-9%

# Shown field by field: part of the list above.
CCCCN(CCCC)S(=O)(=O)c1ccc(OC)c2ncccc12
  15-hLO inh: 4%
  UbGFP stabilizer: 8%
  CRE Fsk mod: -10%
  HBB splicing: -1.2%
  HADH2 inhib: 2%
  USP2a inhib: 29%
  GFP derepression: 2%
  BRCT inh red: 0.1%
  Hsp90 Hop PPI: -2%
  BRCT PPI green: -1.3%
  Pol III holo inh: -2%
COCCN(CCOC)S(=O)(=O)c1ccc(C(=O)Nc2nc(C)c(C(C)=O)s2)cc1
  15-hLO inh: -27%
  UbGFP stabilizer: -4%
  CRE Fsk mod: 10%
  HBB splicing: -0.4%
  HADH2 inhib: -18%
  USP2a inhib: 5%
  GFP derepression: 0%
  BRCT inh red: 0.0%
  Hsp90 Hop PPI: -4%
  BRCT PPI green: 0.1%
  Pol III holo inh: -2%
CC1(C)Cc2nc(N3CCOCC3)c(C#N)cc2CO1
  15-hLO inh: -1%
  UbGFP stabilizer: 9%
  CRE Fsk mod: ?
  HBB splicing: 0.2%
  HADH2 inhib: 20µM*
  USP2a inhib: 2%
  GFP derepression: -5%
  BRCT inh red: 0.9%
  Hsp90 Hop PPI: 2%
  BRCT PPI green: -1.2%
  Pol III holo inh: 2%
Cc1noc(NS(=O)(=O)c2ccc(NC(=O)CSc3ncccn3)cc2)c1C
  15-hLO inh: -6%
  UbGFP stabilizer: 8%
  CRE Fsk mod: -4%
  HBB splicing: 0.2%
  HADH2 inhib: 4%
  USP2a inhib: nt
  GFP derepression: -8%
  BRCT inh red: -1.8%
  Hsp90 Hop PPI: 2%
  BRCT PPI green: -1.0%
  Pol III holo inh: -10%

# Further structures follow:
SMILES,15-hLO inh,UbGFP stabilizer,CRE Fsk mod,HBB splicing,HADH2 inhib,USP2a inhib,GFP derepression,BRCT inh red,Hsp90 Hop PPI,BRCT PPI green,Pol III holo inh
O=C1c2cccc3cccc(c23)N1CN1CCN(c2ccccn2)CC1,5%,-3%,?,-0.9%,23%,10%,0%,1.0%,3%,-1.5%,-6%
c1ccc(-c2nnc3sc(CN4CCc5ccccc54)cn23)cc1,-20%,-11%,?,0.3%,-22%,22%,0%,1.6%,-10%,-1.8%,-3%
COc1ccc(-c2nnc(SCc3ccccc3F)o2)cc1OC,-2%,1%,13µM*,0.1%[57.5 µM],-1%,1%,2%,-1.7%,4%,-1.8%,4%
CCOc1ccc(NC(=O)NCCN2C(C)CCCC2C)cc1 (configuration not stated),-1%,-1%,-7%,-1.8%,-1%,-6%,6%,-0.8%,-6%,-1.1%,-3%
COc1ccc2cc(CCNC(=O)c3ccc(Br)o3)c(=O)[nH]c2c1,-6%,-1%,?,0.2%,90%[activator],nt,nt,1.2%,-1%,-1.7%,0%
Cc1ccc(-n2nnc3c(=O)n(CC(=O)N4CCC(C)CC4)cnc32)cc1,6%,3%,17%,2.5%,5%,2%,8%,-1.9%,-2%,-0.9%,-1%

# Screens: PubChem, National Center for Advancing Translational Sciences (NCATS)
